ST2 inh = IL1RL1 inhibition | Q01638 | inhibition, % for hits at 17 µM | 2.3% of 78,000 active | AlphaLISA ST2-Fc/biotin-IL-33 interaction, 1 h | AID 1259354; in the data active means inhibition above about 30%; inconclusive means mostly about 10% to 28%
Target sequence (Q01638 whole entry, looked up): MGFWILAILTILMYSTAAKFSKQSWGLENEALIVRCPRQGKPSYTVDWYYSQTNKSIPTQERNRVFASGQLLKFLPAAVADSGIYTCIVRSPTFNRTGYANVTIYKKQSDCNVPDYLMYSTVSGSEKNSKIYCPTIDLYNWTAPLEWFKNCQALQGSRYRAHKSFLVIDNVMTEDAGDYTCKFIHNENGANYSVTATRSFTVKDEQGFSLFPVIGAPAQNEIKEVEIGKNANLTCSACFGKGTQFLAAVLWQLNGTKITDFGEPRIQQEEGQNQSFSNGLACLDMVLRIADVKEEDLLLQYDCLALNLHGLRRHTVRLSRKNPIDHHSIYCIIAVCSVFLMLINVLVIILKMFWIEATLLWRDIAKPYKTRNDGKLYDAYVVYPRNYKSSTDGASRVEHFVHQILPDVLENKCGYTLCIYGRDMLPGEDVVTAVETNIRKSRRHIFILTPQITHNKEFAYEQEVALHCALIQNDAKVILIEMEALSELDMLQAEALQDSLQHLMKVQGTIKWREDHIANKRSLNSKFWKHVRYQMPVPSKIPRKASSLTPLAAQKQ
Active calls of the source: *; i = inactive; ? = inconclusive.

Preview, 4 compounds:
molecule	ST2 inh
CC(=O)N1c2ccc(S(=O)(=O)N3CCCCC3)cc2CC1C(=O)NCCCN1CCCC1 (centres undefined)	i
Cc1ccc(C(=O)CSc2n[nH]c(-c3ccco3)n2)cc1	?
COc1ccc(-c2cc(C(=O)N(C)C3CCCN(CCc4ccccc4)C3)[nH]n2)cc1 (centres undefined)	i
Cn1c(=N)n(CC(O)c2ccco2)c2ccccc21 (centres undefined)	?

Main list, from the start:
molecule	ST2 inh
CC(=O)N1c2ccc(S(=O)(=O)N3CCCCC3)cc2CC1C(=O)NCCCN1CCCC1 (centres undefined)	i
Cc1ccc(C(=O)CSc2n[nH]c(-c3ccco3)n2)cc1	?
COc1ccc(-c2cc(C(=O)N(C)C3CCCN(CCc4ccccc4)C3)[nH]n2)cc1 (centres undefined)	i
Cn1c(=N)n(CC(O)c2ccco2)c2ccccc21 (centres undefined)	?
CCOC(=O)C1=C(Nc2ccccc2)CC(C)(O)C(C(=O)OCC)C1c1ccc(F)cc1 (centres undefined)	?
Cc1nonc1OCCNC1CCC2(CCNCC2)CC1	i
O=C(CSc1nnc(-c2ccco2)n1-c1ccccc1)NCC1CCCO1 (centres undefined)	i
CCCc1ccc(-c2ccc(/C=C/C(=O)O)cc2)nc1	?
CCC(=O)Nc1ccccc1Oc1c(F)c(F)c(Oc2ccccc2NC(=O)CC)c(F)c1F	i
COc1ccccc1N1CCN(c2ncccc2CNS(C)(=O)=O)CC1	?
CC(=O)Oc1ccc2c(c1)Oc1cc(OC(C)=O)ccc1C21OC(=O)c2ccccc21	i
COCc1cc(CNC(=O)[C@@]23CC[C@@](C)(OC2=O)C3(C)C)[nH]n1	?

Next section; it opens with the 3 that closed the last part.
molecule	ST2 inh
COc1ccccc1N1CCN(c2ncccc2CNS(C)(=O)=O)CC1	?
CC(=O)Oc1ccc2c(c1)Oc1cc(OC(C)=O)ccc1C21OC(=O)c2ccccc21	i
COCc1cc(CNC(=O)[C@@]23CC[C@@](C)(OC2=O)C3(C)C)[nH]n1	?
Cc1nc2c(c(NC[C@H]3CCc4ccccc4O3)n1)CNC2	i
O=C(NCCCN1CCc2ccccc2C1)c1cccn1-c1nnc(N2CCCCC2)s1	i
CCOc1ccccc1C(=O)N1CCN=C1SCc1cccnc1	?
Clc1ccc(OCCOCCN2CCCC2)c(Br)c1	i
O=C(CSc1c2c(nc3ccccc13)CCC2)Nc1ccccc1F	?
Cc1ccc(-c2cc(C(=O)Nc3nn[nH]n3)c3ccccc3n2)cc1	i
COc1ccc(OC)c(NC(=O)c2cc3ccccn3n2)c1	?
COCC(=O)NC[C@@H]1C=C(C)[C@H](CC(=O)N2CCN(c3ccccn3)CC2)C[C@H]1C(C)C	i
CC1(C)CC(NC2CCN(c3ccc(NC(=O)Cc4cccc(Cl)c4)cc3)CC2)CCO1 (centres undefined)	?
COc1cccc(C2CC(c3cccc(Cl)c3)n3ncnc3N2)c1 (centres undefined)	i
O=C(Nc1nc2ccc(Br)cc2s1)c1ccc(F)cc1	i
Cc1cc(C)c(S(=O)(=O)N2CCOCC2)c(C)c1	i
CC1CCCCC1NC(=O)C1CCN(S(=O)(=O)N2CCCC2)CC1 (centres undefined)	i
CSc1nc2c(sc3ccccc32)c(=O)n1Cc1ccco1	i
CC1=C(C(=O)OC(C)C)C(c2ccco2)C(C#N)=C(N)O1 (centres undefined)	?
Cc1nc2c(C)cccc2cc1C(=O)N1CCC(c2cc(CC(=O)O)[nH]n2)CC1	i
COc1ccc(/C=N\OCc2cccc(Br)c2)cc1OC	i
Cc1cc2ccccc2n1CCNS(=O)(=O)c1ccc(Cl)cc1	?
COC(=O)c1cc2n(n1)CCCN(c1cncc(C(=O)N3CCCCC3)n1)C2	i
CC(Cc1cn(CCN(C)S(C)(=O)=O)nn1)c1ccccc1 (centres undefined)	i
COCCNc1ccc(C(=O)N2CCCC(c3ccccc3)CC2)cn1 (centres undefined)	i
CCN(CC)S(=O)(=O)c1ccc(C(=O)N2CCN=C2SCc2ccc(C)cc2)cc1	i
CCc1nc2ccccc2c(NC(=O)CNC(C)(C)C)c1C	?
COc1cccc(C(=O)Oc2ccc3oc(=O)sc3c2)c1	i
O=c1oc2c(CN3CCCC3)c(O)ccc2cc1-c1nc2ccccc2s1	i
O=C(CSc1cn(Cc2ccccc2Cl)c2ccccc12)NCc1ccco1	i
CCCC(=O)NCc1nc2cccnc2n1CCOC	i
O=C(NC1CCCCCC1)C1CCN(Cc2ccccc2)CC1	i
CC(C)c1ccccc1NC(=O)c1ccccc1C(=O)Nc1ccccc1C(C)C	i
CC1(C)CC(CCNC(=O)c2ccccc2C(=O)O)(Cc2ccccc2)CCO1 (centres undefined)	i
CCOC(=O)c1c(NC(=O)CN2CCCCCC2)sc2c1CCCCC2	i
COc1ccc(CC2CN(Cc3cnc(-c4ccccn4)nc3)CCO2)cc1 (centres undefined)	?
CCCN(Cc1cccc(Cl)c1)C(=O)CCSC	?
CC1c2cccn2CCN1C(=O)c1cn2ccsc2n1 (centres undefined)	?
Cn1c(=N)n(CC(=O)NC2C3CC4CC(C3)CC2C4)c2ccccc21 (centres undefined)	i
COc1ccc2c(-c3c(-c4ccccc4)ncn3Cc3ncn[nH]3)cn(C)c2c1	i
O=C(O)c1ccc(CN2CCN(c3ccc([N+](=O)[O-])cc3)CC2)cc1	i
Clc1ccc2nc(CSc3nc4ccccc4[nH]3)c(Cl)n2c1	i
O=C(O)C1C2C=CC3(CN(CCCN4CCOCC4)C(=O)C13)O2 (centres undefined)	i
Nc1ccc(N2C(=O)c3ccccc3C2=O)c(Cl)c1	i
COc1ccc(CN2CCOCC2)c(OC)c1	i
CC(=O)C1=C(C)NC2=C(C(=O)CC(C)(C)C2)C1c1cccc([N+](=O)[O-])c1 (centres undefined)	?
O=C(Nc1ccc2n(c1=O)C[C@H]1C[C@@H]2CN(C(=O)COc2ccccc2)C1)c1ccccc1	?
COc1ccc(OC)c(NC(=O)c2cnc(N3CCN(c4ccccn4)CC3)c3ccccc23)c1	?
CCOC(=O)C1=C(C)NC2=C(C(=O)CCC2)C1c1ccc(C(C)C)cc1 (centres undefined)	i
COc1ccc(NC(=O)CSc2nc(O)c(Cc3ccccc3)c(=O)[nH]2)cc1	i
CCCc1cc(CN(C)C[C@@H]2CCCN3CCCC[C@H]23)[nH]n1	i
O=C(Cn1cnc2c(cnn2-c2ccc(Cl)cc2)c1=O)NC1CCCCC1	i
Cc1ccc(OCCNCCc2ccccc2)c(C)c1	i
C=CCc1ccccc1OCC(O)CN1CCN(c2ccc(C)cc2)CC1 (centres undefined)	?
C=C(C)CNC(=O)C1CCCN(C2CCN(Cc3ccncc3)CC2)C1 (centres undefined)	?
O=C1CSc2ccc(C(=O)NCCCN3CCCCC3)cc2N1	i
COc1ccc(CCNC(=O)C(C)C)cc1OC	i
O=C(c1ccccc1F)N1CCN(S(=O)(=O)c2cc3c4c(c2)CCN4C(=O)CC3)CC1	i
CCN1CCCC1CNC(=O)C1c2cc(OC)c(OC)cc2C(=O)N2CCc3ccccc3C12 (centres undefined)	i
c1ccc(C(Cn2ccnc2-c2ccncc2)N2CCCCC2)cc1 (centres undefined)	?
CC(=O)N1CCN([C@H]2[C@@H]3OC[C@@H](O3)[C@@H](NCc3ccccc3O)[C@@H]2O)CC1	?
C=CCn1c(CNC(=O)c2ccc(Cl)cc2)nc2ccccc21	?
O=C(Nc1ccccc1C(=O)O)c1cc(S(=O)(=O)N2CCCCCC2)ccc1Cl	i
CC(=O)Nc1ccc(S(=O)(=O)N2C[C@@H]3C[C@H](C2)c2c(-c4ccc(OC(F)(F)F)cc4)ccc(=O)n2C3)cc1	?

The listing continues.
molecule	ST2 inh
COc1ccc(-c2[nH]ncc2CN2CCCCC2CCNC(C)=O)c(OC)c1 (centres undefined)	i
CCC(=O)N1CCc2cc(Br)cc(S(=O)(=O)N3CCCCC3)c21	i
CC(C)NC(=O)c1cc(-c2cccs2)on1	i
O=C(NCCc1ccccc1)c1ccccc1O	i
Cc1ccc(Cl)cc1NS(=O)(=O)c1ccc2c(c1)CCN2C(=O)CCC(=O)O	?
CC(NC(=O)c1cccnc1)C(c1cccs1)N1CCN(C)CC1 (centres undefined)	?
Cc1ccc(NCC(O)Cn2c(C)c(C)c3ccccc32)cc1C (centres undefined)	i
COCC1(C(=O)NCc2ccc(CN)cc2)CCC1	i
COc1cc2c(C(=O)Nc3cc(OC)c(OC)c(OC)c3)cn(C)c(=O)c2cc1OC	i
CCCCNC(=O)CN1C(=O)/C(=C/c2ccccc2C)Sc2ccccc21	?
CN(Cc1cc(-c2ccncc2)no1)c1nccc(CCC(F)(F)F)n1	i
O=C1C2C3CCC(C3)C2C(=O)N1CN(Cc1ccccc1)CN1C(=O)C2C3CCC(C3)C2C1=O (centres undefined)	?
C=CCO[C@@H]1CCN2C(=O)c3cc(-c4ccccc4F)ccc3NC(=O)[C@H]12	i
O=C(c1ccc2c(c1)CCO2)N1CC(c2ccncc2)C1	?
CC(=O)c1cccc(NC(=O)CSc2n[nH]c(C)c2[N+](=O)[O-])c1	i
O=[N+]([O-])c1ccccc1COc1ccc(Cl)c2cccnc12	?
CCOc1ccc(C(=O)NCc2nc3cccnc3n2Cc2ccc(C)cc2)cc1OCC	?
COc1cccc2sc(NC(=O)c3ccco3)nc12	i
CC1=C[C@@H](CNS(=O)(=O)c2cccc(C#N)c2)[C@H](C(C)C)C[C@H]1CC(=O)NCc1cccnc1	?
O=C(CC1Nc2ccccc2NC1=O)Nc1ccc(OC(F)F)cc1 (centres undefined)	?
COc1cccc(C(=O)N2CCN=C2SCc2ccccc2F)c1OC	i
COc1ccccc1CN1C(=O)C2C3CCC(C3)C2C1=O (centres undefined)	?
CC1=C[C@@H](CN2CCC(CO)CC2)[C@H](C(C)C)C[C@H]1Cc1nnc(-c2ccc([N+](=O)[O-])cc2)o1	?
COc1ccc(Cl)cc1NC(=O)c1cc(-c2ccc3c(c2)OCO3)on1	?
CC(C)(O)C#Cc1ccc(C(=O)NCc2ccncc2)cc1	i
COc1ccccc1OCCCCN1CCCCC1	i
Cc1c(C(=O)N2CCC(O)(CN(C)C)C2)n(C)c2c(C)cccc12 (centres undefined)	i
Cc1ccccc1C1(CC(=O)N2CCCN(c3ncccn3)CC2)CC(=O)N(Cc2ccccc2)C1=O (centres undefined)	?
COC(=O)CSc1nnc2c3ccccc3n(CCc3ccccc3)c2n1	i
CC(C)c1ccc(C2CC(c3ccc(Cl)cc3)Nc3nc(N)nn32)cc1 (centres undefined)	i
Cc1cnc(-c2nccn2CCC(=O)Nc2ccc(F)c(C)c2)[nH]1	?
OCC(O)Cn1c2ccccc2c2ccccc21 (centres undefined)	i
COc1ccc(C(=O)N2C[C@@H]3OCC(=O)N(Cc4cccnc4)[C@@H]3C2)cc1	i
CCc1nc(SCC(=O)c2ccc(O)cc2O)n[nH]1	i
O=C1CC(N2CCN(Cc3ccc(Cl)cc3)CC2)C(=O)N1c1ccc(Cl)cc1 (centres undefined)	i
Cn1c(=O)c2c3c(sc2n2c(SCC(N)=O)nnc12)COC(C)(C)C3	?
CC(=O)N(CN1C(=O)c2ccc(Br)cc2C1=O)c1ccccc1	i
CCc1nc(C)c(C(=O)N(Cc2ccccn2)CC2CCCO2)o1 (centres undefined)	i
C=Cc1cccc(-c2nccn2CCCO)c1	?
Cc1c(C(=O)N2CCCC2)oc2ccc(S(=O)(=O)N3CCC4(CC3)OCCO4)cc12	i
COC(=O)c1cccc(N2C(=O)C3CC=CCC3C2=O)c1 (centres undefined)	i
COc1ccc2c(c1)CCc1c(C(=O)NCCCN3CCOCC3)noc1-2	i
COC(=O)c1cccc(Nc2c3c(nc4ccccc24)CCC3)c1	i
COC1=CC(=O)O/C1=C(/OC)[C@@H]1O[C@H]1c1ccccc1	i
CCN1CCN(C(c2cccs2)C(C)NC(=O)CC(C)C)CC1 (centres undefined)	i
COc1ccc(S(=O)(=O)Nc2ccc3n(c2=O)C[C@H]2C[C@@H]3CN(C(=O)c3cccnc3)C2)cc1	i
O=C1C2C3C=CC(C3)C2C(=O)N1c1c(F)cccc1F (centres undefined)	i
COc1ccc(/C=C2/SC(=O)N(CC(=O)Nc3cc(C)on3)C2=O)cc1OC	35%*
c1ccc(OCc2noc(CN3CCCC(c4ccccc4)CC3)n2)cc1 (centres undefined)	?
COc1ccc(-c2csc(Nc3ccc(C(=O)O)cc3)n2)cc1OC	i
CC1c2cccn2CCN1C(=O)Cc1nc(-c2cccnc2)n[nH]1 (centres undefined)	?
CC1(C)Cc2c(sc(NC(=O)CCCN3C(=O)c4ccccc4C3=O)c2C#N)C(C)(C)N1	i
CN(C)c1ccc(/C=C2\N=C(c3ccccc3Cl)OC2=O)cc1	?
COc1ccc(C)cc1NS(=O)(=O)c1ccc(OC)c(OC)c1	i
CCN1CCN(Cc2c(C)[nH]c3c(C)cc(C)cc3c2=O)CC1	i
O=C(NCCc1c[nH]c2ccccc12)c1ccc2nc3ccc(Cl)cc3c(=O)n2c1	i
COc1ccc(NC(=O)CCCn2nc([N+](=O)[O-])c(Cl)c2C)cc1	i
CCCCN(CC)C(=O)c1cc2c(=O)oc3ccccc3c2s1	i
C/C(=C/c1oc2ccc(O)cc2c1[N+](=O)[O-])N(C)C	i
Cc1ccc(NS(=O)(=O)c2cccc3cccnc23)c(Cl)c1	i

2 entries picked at random from the list so far, as already listed:
molecule	ST2 inh
CC(=O)N1CCN([C@H]2[C@@H]3OC[C@@H](O3)[C@@H](NCc3ccccc3O)[C@@H]2O)CC1	?
O=C(NCCc1c[nH]c2ccccc12)c1ccc2nc3ccc(Cl)cc3c(=O)n2c1	i

An excerpt, so the mix of outcomes need not match the whole.
